TNAP inh noacc = human TNAP enzyme inhibitors, primary screen, biochemical, luminescent, no phosphate acceptor, uHTS; purified TNAP, CDP-star luminescence, 30 min; inhibition, % at 20 µM; 200,000 tested, 0.26% active;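 active = tissue-nonspecific alkaline phosphatase inhibition above about 50% at 20 µM in the single-dose screen, limit read from the data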;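 note: 0% = DMSO negative control and 100% = EDTA positive control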
Target sequence (P05186 whole entry, looked up): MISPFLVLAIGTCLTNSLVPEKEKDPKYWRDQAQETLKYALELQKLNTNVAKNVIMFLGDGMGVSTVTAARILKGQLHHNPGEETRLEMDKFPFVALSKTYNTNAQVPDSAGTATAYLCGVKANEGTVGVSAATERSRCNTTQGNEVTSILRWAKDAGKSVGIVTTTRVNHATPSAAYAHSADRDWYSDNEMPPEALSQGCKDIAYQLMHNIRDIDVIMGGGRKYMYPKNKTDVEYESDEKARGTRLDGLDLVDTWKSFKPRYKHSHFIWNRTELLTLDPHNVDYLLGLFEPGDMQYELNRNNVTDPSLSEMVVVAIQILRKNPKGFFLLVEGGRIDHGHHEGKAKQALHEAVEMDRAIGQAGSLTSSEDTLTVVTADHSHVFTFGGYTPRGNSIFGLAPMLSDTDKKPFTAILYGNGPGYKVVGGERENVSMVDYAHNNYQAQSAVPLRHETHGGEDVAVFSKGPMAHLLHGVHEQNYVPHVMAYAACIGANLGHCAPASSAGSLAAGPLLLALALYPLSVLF
G6PDH CS = L. mesenteroides G6PDH inhibitors, counter-screen for G6PDH-coupled screening assays, biochemical, Leuconostoc mesenteroides enzyme | glucose-6-phosphate dehydrogenase [Leuconostoc mesenteroides] | AID 1020, 2008 | 200,000 tested, 0.12% active | inhibition, % at 5 µM | Purified L. mesenteroides G6PDH, diaphorase/resazurin coupled fluorescence, 45 min; in the data active = inhibition above about 50%
Diaph inh CS = diaphorase inhibitors and chemical oxidizers, primary screen, counter-screen for diaphorase-coupled primary assays, biochemical, uHTS, resorufin fluorescence; 190,000 tested, 0.69% active; inhibition, % at 20 µM; diaphorase resazurin-to-resorufin fluorescence, NADH, 16 min; bacterial (C. kluyveri) enzyme, not human;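 active = primary screen inhibition at 20 µM above a set limit, cut at about 50% in these data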;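 note: plate controls were DMSO with full reaction for no effect and wells lacking NADH for full effect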
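Test system: diaphorase enzyme from Clostridium kluyveri; amount: diaphorase at 0.14 U/mL in enzyme working solution; detection: fluorescence of resorufin formed from resazurin, Ex 544/Em 590 nm; times: reaction incubation of 16 min at room temperature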
PMI activator = activators of human PMI, primary screen, biochemical, fluorescence intensity, near-Km mannose 6-phosphate | activation factor at 20 µM | 190,000 tested, 0.005% active | purified human PMI, coupled resazurin fluorescence, 20 min; stronger effect = higher value; 1 = vehicle control, 0 substrate-free wells | Mannose-6-phosphate isomerase (Homo sapiens), P34949;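 active = activation factor of 2 or more at 20 µM, relative to plate controls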
TNAP act hi DEA = TNAP activators at high phosphate acceptor level, primary screen, biochemical, luminescence, uHTS | Alkaline phosphatase, tissue-nonspecific isozyme (Homo sapiens), P05186 | purified TNAP, CDP-star luminescence, 1 M DEA, 30 min; stronger effect = higher value; 0 = EDTA background, 1 = DMSO-only activity | activation factor at 20 µM | 200,000 tested, under 10 active | AID 1136, 2008;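 active = activation factor at least 2 at 20 µM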
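Control set: EDTA negative control, DMSO positive control / Assay system: human TNAP / Quantity: TNAP 1/800 final / Evaluation: TNAP activation factor scaled between EDTA and DMSO control wells / Measured by: luminescent substrate turnover signal / Compound dosing: one dose, 20 µM / Times: 30 min enzyme reaction at room temperature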
TNAP inh hiacc = human TNAP enzyme inhibitors, primary screen, biochemical, luminescent, high phosphate acceptor level, uHTS; inhibition, % at 20 µM; 200,000 tested, 0.03% active; AID 1135, 2008; purified TNAP, CDP-star luminescence, 1 M DEA; Alkaline phosphatase, tissue-nonspecific isozyme (Homo sapiens), P05186;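 active = over 50% inhibition of tissue-nonspecific alkaline phosphatase at 20 µM in the single-dose screen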;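 note: plate controls were DMSO wells for no effect and EDTA-quenched wells as full inhibition for full effect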
FLuc stim CS = FLuc activators, initial screening, artefact control for FLuc-dependent activation tests, biochemical, ATPlite luminescence; 200,000 tested, under 10 active; Luciferin 4-monooxygenase (Photinus pyralis), P08659; ATPlite luciferase biochemical, 10 min; 0 = ATP-free wells, 1 = DMSO control; activation factor at 10 µM;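 active = luciferase activation factor, scaled between plate controls, of at least 2 with compound at 10 µM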
Target sequence (P08659 whole entry, looked up): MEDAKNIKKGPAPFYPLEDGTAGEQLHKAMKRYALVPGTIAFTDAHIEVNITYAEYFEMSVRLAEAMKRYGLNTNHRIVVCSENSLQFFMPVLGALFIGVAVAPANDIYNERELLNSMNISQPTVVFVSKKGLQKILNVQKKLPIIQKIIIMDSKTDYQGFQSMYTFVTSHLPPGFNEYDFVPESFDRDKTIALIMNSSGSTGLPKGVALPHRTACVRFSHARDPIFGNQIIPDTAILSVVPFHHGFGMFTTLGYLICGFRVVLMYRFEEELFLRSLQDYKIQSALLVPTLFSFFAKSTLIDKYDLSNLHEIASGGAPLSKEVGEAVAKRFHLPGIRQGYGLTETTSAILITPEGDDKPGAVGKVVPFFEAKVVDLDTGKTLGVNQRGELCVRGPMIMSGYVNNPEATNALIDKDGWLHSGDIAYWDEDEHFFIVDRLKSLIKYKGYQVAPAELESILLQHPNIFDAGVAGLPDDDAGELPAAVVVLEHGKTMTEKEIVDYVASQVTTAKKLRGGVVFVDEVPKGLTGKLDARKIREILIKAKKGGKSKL
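test system = cell-free luciferase reagent | medium = PBS as buffer for the ATP substrate | dosing = test compounds dosed from 2 mM stocks in 100% DMSO | incubation = 10 min at ambient temperature | detection = luminescence measurement of luciferase light output | benchmarks = low control with PBS replacing ATP, high control enzyme plus ATP without compound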
Efa HMGR inh = inhibitors of E. faecalis class II HMGR, primary screen, biochemical, Enterococcus faecalis; purified E. faecalis HMGR, NADPH absorbance 340 nm kinetic; inhibition, % at 10 µM; 190,000 tested, 0.41% active;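 active = inhibition above a set limit, the median over all tested compounds plus 3 SD, cut at about 9.5% in these data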;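 note: enzyme runs in reverse so mevalonate oxidation gives rising NADPH absorbance; 0% = complete reaction with DMSO and 100% = background rate lacking mevalonate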
PMI act hi M6P = human PMI activators, high substrate, primary screen, biochemical, fluorescence intensity, near-saturating mannose 6-phosphate; Mannose-6-phosphate isomerase (Homo sapiens), P34949; coupled PMI enzyme assay, resazurin fluorescence, 20 min; stronger effect = higher value; 1 = untreated enzyme, 0 = substrate-free blank; activation factor at 20 µM; 190,000 tested, 0.34% active; AID 1216, 2008;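 active = activation factor of 2 or more at 20 µM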
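assay system = human phosphomannose isomerase with PGI, G6PDH, diaphorase coupling enzymes | quantity = 15 ng/mL PMI | incubation = enzyme reaction with compound 20 min at room temperature | medium = HEPES pH 7.4 buffer with MgCl2 and Tween-20 | compound dosing = one concentration, 20 µM, in 1% DMSO | measured by = Diaphorase-driven resazurin-to-resorufin fluorescence, excitation 544, emission 590 nm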
Diaphorase act = compounds boosting diaphorase resazurin reduction – biochemical, uHTS, resorufin fluorescence, counter-screen for diaphorase-coupled primary assays, primary screen. Diaphorase/resazurin coupled assay, 16 min; stronger effect = higher value; 1 = vehicle wells, 0 = NADH-free wells. activation factor at 20 µM. 190,000 tested, 0.005% active;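 active = diaphorase activity raised at least twofold by the compound at 20 µM; inactive = activation factor below 2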
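Measured by – red resorufin fluorescence at 544/590 nm excitation/emission · Test system – Clostridium kluyveri diaphorase, purified enzyme · Incubation – reaction time 16 min, room temperature · Buffer or medium – 50 mM HEPES pH 7.4 with 4.542 mM MgCl2, 0.005% Tween 20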
Active calls of the source: *. Not a hit list. About 1.7% of those tested had a hit in this group.

For CC1=NNC(=O)C1CCC(=O)N/N=C\c1ccccc1[N+](=O)[O-] (stereo unspecified) the results were TNAP inh noacc -1, G6PDH CS 3, Diaph inh CS 12, PMI activator 0.9, TNAP act hi DEA 1, TNAP inh hiacc -1, FLuc stim CS 1, Efa HMGR inh -11, PMI act hi M6P 0.9 and Diaphorase act 0.9.
`COC(=O)c1[nH]c2cc(OC)ccc2c1NC(=O)CCN1CCN(c2ccccc2)CC1` gave TNAP inh noacc -4, G6PDH CS 6, Diaph inh CS 9, PMI activator 1, TNAP act hi DEA 1, TNAP inh hiacc 1, FLuc stim CS 1, Efa HMGR inh -8, PMI act hi M6P 1 and Diaphorase act 0.9.
`COC(=O)C(F)(F)Sc1c(C)[nH]c2ccccc12` gave TNAP inh noacc -3, G6PDH CS 14, Diaph inh CS 20, PMI activator 0.9, TNAP act hi DEA 1, TNAP inh hiacc -2, FLuc stim CS 1, Efa HMGR inh -4, PMI act hi M6P 0.9 and Diaphorase act 0.8.
`O=c1nc(N/N=C/c2ccccn2)cn[nH]1` gave TNAP inh noacc -92, G6PDH CS -6, Diaph inh CS 2, PMI activator 1.1, TNAP act hi DEA 1, TNAP inh hiacc -2, FLuc stim CS 1, Efa HMGR inh -4, PMI act hi M6P 1.2 and Diaphorase act 1.
`O=C(CCn1nnc2ccccc21)Nc1nnc(COc2ccc(F)cc2)s1` gave TNAP inh noacc -14, G6PDH CS -1, Diaph inh CS 9, PMI activator 1, TNAP act hi DEA 1.1, TNAP inh hiacc -7, FLuc stim CS 1, Efa HMGR inh -1, PMI act hi M6P 1 and Diaphorase act 0.9.
For NC(=S)N(c1ccccc1)c1ccccc1 the results were TNAP inh noacc -7, G6PDH CS 3, TNAP act hi DEA 1.1, TNAP inh hiacc -9, FLuc stim CS 1 and Efa HMGR inh 1.
For COc1ccc(C(=O)c2c[nH]c(C(=O)NCc3cccs3)c2)cc1 the results were TNAP inh noacc 2, G6PDH CS 9, Diaph inh CS 0, PMI activator 1.1, TNAP act hi DEA 1, TNAP inh hiacc 0, FLuc stim CS 1, Efa HMGR inh 2, PMI act hi M6P 1.1 and Diaphorase act 1.
Cc1nonc1NC(=O)OC1CCCCC1 was read as TNAP inh noacc -5, G6PDH CS 0, Diaph inh CS 4, PMI activator 1, TNAP act hi DEA 1, TNAP inh hiacc -2, FLuc stim CS 1, Efa HMGR inh -1, PMI act hi M6P 1 and Diaphorase act 1.
Screening COc1cc(C(=O)Nc2ccc(C(N)=O)cc2)c([N+](=O)[O-])cc1OC returned TNAP inh noacc -8, G6PDH CS 7, Diaph inh CS -7, PMI activator 1.1, TNAP act hi DEA 1, TNAP inh hiacc -2, FLuc stim CS 1, Efa HMGR inh -1, PMI act hi M6P 0.8 and Diaphorase act 1.1.
`O=C(C1CCCN1S(=O)(=O)c1cccc2cccnc12)N1CCn2c1nc1ccccc12` (stereo unspecified) gave TNAP inh noacc -11, G6PDH CS 15, Diaph inh CS 22, PMI activator 0.9, TNAP act hi DEA 1, TNAP inh hiacc 0, FLuc stim CS 1, Efa HMGR inh -2, PMI act hi M6P 0.9 and Diaphorase act 0.8.
For CC1=C(C#N)C(NC(=O)c2ccc(Cl)cc2)(C(F)(F)F)C(=O)N1 (stereo unspecified) the results were TNAP inh noacc -18, G6PDH CS 4, Diaph inh CS 4, PMI activator 0.9, TNAP act hi DEA 1, TNAP inh hiacc 2, FLuc stim CS 1, Efa HMGR inh -1, PMI act hi M6P 1 and Diaphorase act 1.
`CSc1ccccc1NC(=O)CN(C)Cc1cc(=O)n2ccsc2n1` gave TNAP inh noacc -11, G6PDH CS 4, Diaph inh CS 11, PMI activator 1.1, TNAP act hi DEA 1.1, TNAP inh hiacc -6, FLuc stim CS 1.1, Efa HMGR inh -6, PMI act hi M6P 1.1 and Diaphorase act 0.9.
Cc1cc(C)c(NC(=O)COC(=O)Cc2ccsc2)c(C)c1 was read as TNAP inh noacc 0, G6PDH CS 4, Diaph inh CS 6, PMI activator 1.2, TNAP act hi DEA 1, TNAP inh hiacc 2, FLuc stim CS 1, Efa HMGR inh -10, PMI act hi M6P 1.1 and Diaphorase act 0.9.
`Cn1c(NCc2cc(Br)ccc2O)nc2ccccc21` gave TNAP inh noacc -2, G6PDH CS 10, Diaph inh CS -14, PMI activator 1, TNAP act hi DEA 1.1, TNAP inh hiacc -10, FLuc stim CS 1, Efa HMGR inh -3, PMI act hi M6P 1.1 and Diaphorase act 1.1.
Screening Cn1c(=O)cc(SCC(=O)Nc2ccccn2)c2ccccc21 returned TNAP inh noacc -6, G6PDH CS -4, Diaph inh CS 14, PMI activator 1, TNAP act hi DEA 1, TNAP inh hiacc 1, FLuc stim CS 1.1, Efa HMGR inh 4, PMI act hi M6P 1 and Diaphorase act 0.9.
For Cc1c(Cc2c(C)n(C)n(-c3ccccc3)c2=O)c(=O)n(-c2ccccc2)n1C the results were TNAP inh noacc -2, G6PDH CS -5, Diaph inh CS -13, PMI activator 1.2, TNAP act hi DEA 1, TNAP inh hiacc 2, FLuc stim CS 1, Efa HMGR inh -2, PMI act hi M6P 1.1 and Diaphorase act 1.1.
COc1cc(C2CC(=O)c3cnc(N4CCN(Cc5ccccc5)CC4)nc3C2)cc(OC)c1OC (stereo unspecified) was read as TNAP inh noacc -6, G6PDH CS -30, Diaph inh CS 22, PMI activator 0.8, TNAP act hi DEA 1, TNAP inh hiacc 4, FLuc stim CS 1, Efa HMGR inh -3, PMI act hi M6P 0.8 and Diaphorase act 0.8.
Screening CC(C)n1c(O)c(N=Nc2ccccn2)c2ccccc21 returned TNAP inh noacc 0, G6PDH CS 3, Diaph inh CS 25, PMI activator 0.8, TNAP act hi DEA 0.9, TNAP inh hiacc 12, FLuc stim CS 1, Efa HMGR inh -1, PMI act hi M6P 1 and Diaphorase act 0.7.
Screening Cc1ccc(C)c(Nc2nc3c(S(=O)(=O)c4ccccc4)nnn3c3ccccc23)c1 returned TNAP inh noacc -3, G6PDH CS 5, Diaph inh CS 9, PMI activator 0.9, TNAP act hi DEA 1.1, TNAP inh hiacc -6, FLuc stim CS 1, Efa HMGR inh -5, PMI act hi M6P 0.9 and Diaphorase act 0.9.
COc1ccc(-c2cc3nc(C)c(CCC(=O)NCc4ccco4)c(C)n3n2)c(OC)c1 was read as TNAP inh noacc 0, G6PDH CS 12, Diaph inh CS -2, PMI activator 1.1, TNAP act hi DEA 1, TNAP inh hiacc 0, FLuc stim CS 1, Efa HMGR inh -4, PMI act hi M6P 1 and Diaphorase act 1.
Cc1nn(C(C)(C)C)c(OC(=O)c2ccc(Br)o2)c1Sc1ccccc1 was read as TNAP inh noacc -8, G6PDH CS 3, Diaph inh CS 12, PMI activator 0.9, TNAP act hi DEA 1, TNAP inh hiacc 4, FLuc stim CS 1, Efa HMGR inh -6, PMI act hi M6P 0.9 and Diaphorase act 0.9.
For CCn1c(SCC(=O)Nc2nnc(C)s2)nnc1-c1ccncc1 the results were TNAP inh noacc -1, G6PDH CS -19, Diaph inh CS 14, PMI activator 0.9, TNAP act hi DEA 1.1, TNAP inh hiacc -6, FLuc stim CS 1.1, Efa HMGR inh 3, PMI act hi M6P 1 and Diaphorase act 0.9.
`CCCCOC(=O)c1ccc(NC(=O)c2c(OC)cccc2OC)cc1` gave TNAP inh noacc -12, G6PDH CS 2, Diaph inh CS 23, PMI activator 0.9, TNAP act hi DEA 1, TNAP inh hiacc -5, FLuc stim CS 1, Efa HMGR inh 1, PMI act hi M6P 0.8 and Diaphorase act 0.8.
COC(=O)/C=C1\NC(=O)C(C)S1 (stereo unspecified) was read as TNAP inh noacc -2, G6PDH CS 11, Diaph inh CS 3, PMI activator 0.9, TNAP act hi DEA 1, TNAP inh hiacc 2, FLuc stim CS 1, Efa HMGR inh 0, PMI act hi M6P 0.9 and Diaphorase act 1.
COc1ccc(NC(=O)c2ccc3c(SCC(=O)O)c4c(nc3c2)CCCC4)cc1Cl was read as TNAP inh noacc -8, G6PDH CS -4, Diaph inh CS 13, PMI activator 1.1, TNAP act hi DEA 1, TNAP inh hiacc 2, FLuc stim CS 1, Efa HMGR inh -7, PMI act hi M6P 1 and Diaphorase act 0.9.
For O=C1CCCc2ccccc2N1 the results were TNAP inh noacc 0, G6PDH CS 1, Diaph inh CS -2, PMI activator 1.1, TNAP act hi DEA 1, TNAP inh hiacc 0, FLuc stim CS 1, Efa HMGR inh -10, PMI act hi M6P 1 and Diaphorase act 1.
`COc1cc(C(c2nnnn2C2CCCC2)N2CCc3ccccc3C2)ccc1O` (stereo unspecified) gave TNAP inh noacc -11, G6PDH CS 3, Diaph inh CS 15, PMI activator 1, TNAP act hi DEA 1.1, TNAP inh hiacc -7, FLuc stim CS 1.1, Efa HMGR inh -4, PMI act hi M6P 0.9 and Diaphorase act 0.8.

2 neighbouring compounds out of the list so far, quoted:
For O=C1CCCc2ccccc2N1 the results were TNAP inh noacc 0, G6PDH CS 1, Diaph inh CS -2, PMI activator 1.1, TNAP act hi DEA 1, TNAP inh hiacc 0, FLuc stim CS 1, Efa HMGR inh -10, PMI act hi M6P 1 and Diaphorase act 1.
`COc1cc(C(c2nnnn2C2CCCC2)N2CCc3ccccc3C2)ccc1O` (stereo unspecified) gave TNAP inh noacc -11, G6PDH CS 3, Diaph inh CS 15, PMI activator 1, TNAP act hi DEA 1.1, TNAP inh hiacc -7, FLuc stim CS 1.1, Efa HMGR inh -4, PMI act hi M6P 0.9 and Diaphorase act 0.8.

Bioassay records: PubChem, several laboratories
